Screens (PubChem)
GSK3 alpha inh = blocks human GSK-3 alpha kinase; P49840; ADP-Glo luminescence, 60 min; inhibition, % at 10 µM; 320,000 tested, 0.1% active; AID 2650;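 in the data active means inhibition above about 50%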;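 further: GST-tagged GSK-3 alpha with peptide substrate and 25 µM ATP; 0% = DMSO neutral wells and 100% = GW8510 positive control wells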
HSP90 refold inh = blocks HSP90-mediated luciferase refolding in reticulocyte lysate. Rabbit reticulocyte lysate, luciferase refolding luminescence, 3 h. inhibition, % at 5.6 µM. 290,000 tested, 0.91% active. AID 1789;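 active means inhibition above the screen-wide mean plus 3 SD, computed separately per campaign, cut at about 16% in these data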;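 further: 0% = DMSO wells and 100% = 60 µM geldanamycin wells; inhibitors lower the luminescence because luciferase stays unfolded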
HSF-1 act = increases HSF-1 driven luciferase reporter signal; AID 504408; NIH3T3-HGL HSF-1 luciferase reporter, MG132, 8 h; 100% = twice DMSO control signal; activation, % at 9 µM; 300,000 tested, 1.7% active;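 active means mean replicate activation of at least 50% with a set share of replicates each reaching 50%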;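 further: 0% = median of the neutral control wells and 100% = twice that signal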
Dyrk1A ADPGlo = blocks rat Dyrk1A kinase activity | 310,000 tested, 0.43% active | AID 504441 | inhibition, % at 12.5 µM | ADP-Glo luminescence, NFATc1 peptide | Q63470; in the data active means inhibition above about 50%;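 further: plate controls were vehicle with enzyme for no effect and no enzyme for full effect; many of its hits are not listed in these tables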
AI-2 QS modul = modulates the Vibrio harveyi AI-2 quorum sensing system; Vibrio harveyi JMH597 AI-2 luminescence/OD600 ratio, 9 h; active compounds read low; strain lacks LuxN and CqsS sensors; 0 = neutral-control median; activity change, % at 7.5 µM; 300,000 tested, 0.4% active; in the data active means activity change below about -75%, passing the limit was not always enough;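 further: luminescence divided by OD600 gain over 9 h not by final OD600 alone; inactives centre near 13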
PolyA inhibitor = blocks polyadenylation in yeast reporter cells; S. cerevisiae SKY197-pL101 polyadenylation reporter, beta-gal luminescence; efflux-impaired pdr1/pdr3 knockout yeast; score 100 = 6 SD above DMSO; calls only at 12 µM; 300,000 tested, 0.02% active;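 active means lowest replicate activity score at least 50, where 100 means six control SD above control mean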;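 further: yeast exposed to compound for 9 h at 30 °C; higher score means more reporter readthrough which indicates perturbed polyadenylation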
GSK3beta inhib = human GSK3beta kinase inhibition | 300,000 tested, 0.038% active | P49841 | activity score (negative = inhibition), % at 10 µM | GST-GSK3beta kinase, ADP-Glo luminescence, 60 min; active compounds read low;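 active means more than half of replicate wells score below -50%, meaning over 50% inhibition versus plate controls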;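 further: 0% = median DMSO wells and -100% = median GW8510 positive control wells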
Target sequence (P49841 whole entry, looked up): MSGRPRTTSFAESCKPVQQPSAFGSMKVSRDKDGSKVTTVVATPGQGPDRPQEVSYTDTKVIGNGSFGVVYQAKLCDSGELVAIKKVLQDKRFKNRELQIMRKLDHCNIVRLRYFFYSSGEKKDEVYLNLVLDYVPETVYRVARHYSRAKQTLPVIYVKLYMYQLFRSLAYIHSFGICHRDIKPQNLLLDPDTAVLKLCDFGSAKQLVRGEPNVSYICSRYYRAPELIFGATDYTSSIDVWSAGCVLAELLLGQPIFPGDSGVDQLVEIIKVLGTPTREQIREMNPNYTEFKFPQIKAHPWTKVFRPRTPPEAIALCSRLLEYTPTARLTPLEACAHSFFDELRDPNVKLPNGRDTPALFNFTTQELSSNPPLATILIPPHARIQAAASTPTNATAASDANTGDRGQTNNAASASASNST
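Test system – GST-tagged human GSK3beta kinase, cell-free · Incubation – 60 min enzyme reaction, room temperature · Signal – ADP-Glo luminescence · Also added – peptide substrate and ATP at 25 µM · Controls – DMSO neutral wells and GW8510 at 20 µM as positive · Buffer or medium – Tris/MgCl2 kinase buffer · Measure – Luminescence-derived activity versus plate DMSO and GW8510 wells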
Platelet DG rel = platelet dense granule release activity | human platelet-rich plasma, SFLLRN dense granule ATP release, luminescence | inhibition, %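 (compounds screened at 7.5 µM in platelet-rich plasma)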 | 300,000 tested, 0.22% active | AID 1663;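 active means mean replicate score, as percent of positive control, at or above 50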
HSF1 inh = HSF1 inhibition; NIH3T3-HGL HSE-luciferase, MG132-induced, luminescence 8 h; active compounds read low; activity change, negative = inhibition, % at 7.5 µM (by protocol); 300,000 tested, 0.77% active; AID 2098;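 active means more than half of replicate wells show activity change below -50%, luminescence cut by over half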;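 further: luciferase reports HSF-1 transcriptional activity via heat shock element; 0% = median of DMSO wells and -100% = zero luminescence signal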
HDAC3 inh = blocks human histone deacetylase 3 | O15379 | recombinant HDAC3, fluorogenic peptide/trypsin coupled, fluorescence | inhibition, % at 8.3 µM | 320,000 tested, 0.15% active; in the data active means inhibition above about 26%, passing the limit was not always enough
Target sequence (O15379 whole entry, looked up): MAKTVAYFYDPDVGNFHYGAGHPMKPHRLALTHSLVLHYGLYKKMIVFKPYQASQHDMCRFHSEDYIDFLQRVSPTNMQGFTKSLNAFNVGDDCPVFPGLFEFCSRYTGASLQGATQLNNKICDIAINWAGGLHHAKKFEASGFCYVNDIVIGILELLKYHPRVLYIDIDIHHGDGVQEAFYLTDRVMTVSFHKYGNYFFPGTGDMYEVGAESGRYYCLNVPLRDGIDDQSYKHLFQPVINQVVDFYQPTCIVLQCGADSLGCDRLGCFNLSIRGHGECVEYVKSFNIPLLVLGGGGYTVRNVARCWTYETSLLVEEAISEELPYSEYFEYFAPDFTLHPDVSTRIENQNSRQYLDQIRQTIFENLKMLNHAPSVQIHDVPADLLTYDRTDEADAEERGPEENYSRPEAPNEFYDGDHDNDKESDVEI
* = called active by the depositor.

Results for CC(c1ccco1)N(C(=O)c1cccc(S(=O)(=O)N(C)C)c1)c1ccccn1 (centres undefined) ?
GSK3 alpha inh: 2; HSP90 refold inh: -3; HSF-1 act: -16; Dyrk1A ADPGlo: 3; AI-2 QS modul: 11; PolyA inhibitor: inactive; GSK3beta inhib: 0; Platelet DG rel: 4; HSF1 inh: 0; HDAC3 inh: 3

Results for CCc1ccc(NC(=O)CSc2nnc(C3CC3)n2CC2CCCO2)cc1 (centres undefined) ?
GSK3 alpha inh: 0; HSP90 refold inh: -3; HSF-1 act: -26; Dyrk1A ADPGlo: 14; AI-2 QS modul: 19; PolyA inhibitor: inactive; GSK3beta inhib: -1; Platelet DG rel: -2; HSF1 inh: -17; HDAC3 inh: 2

Results for CC(C)C(=O)N1CCN(c2ccccc2NC(=S)NC(=O)Cc2ccccc2)CC1 ?
GSK3 alpha inh: 3; HSP90 refold inh: 3; HSF-1 act: -27; Dyrk1A ADPGlo: -5; AI-2 QS modul: 11; PolyA inhibitor: inactive; GSK3beta inhib: 0; Platelet DG rel: 0; HSF1 inh: -9; HDAC3 inh: 7

How did COc1ccc(-c2cc(C(F)(F)F)nc(SCCC(=O)Nc3cc(C)on3)n2)cc1 do in these assays?
GSK3 alpha inh: 1; HSP90 refold inh: 5; HSF-1 act: 6; Dyrk1A ADPGlo: 8; AI-2 QS modul: -2; PolyA inhibitor: inactive; GSK3beta inhib: -4; Platelet DG rel: 1; HSF1 inh: 1; HDAC3 inh: 0

How did COc1cc(/C=N/NC(=O)c2cccnc2)ccc1OC(=O)c1cccc(Br)c1 do in these assays?
GSK3 alpha inh: -3; HSP90 refold inh: 3; HSF-1 act: -8; Dyrk1A ADPGlo: -1; AI-2 QS modul: 5; PolyA inhibitor: inactive; GSK3beta inhib: -3; Platelet DG rel: 0; HSF1 inh: 0; HDAC3 inh: 0

What do the screens show for `COc1ccc(/C=C/C(=O)Nc2ccc(C(N)=O)cc2)cc1OC`?
GSK3 alpha inh: 1; HSP90 refold inh: 13; HSF-1 act: -3; AI-2 QS modul: -2; PolyA inhibitor: inactive; GSK3beta inhib: 2; Platelet DG rel: 8; HSF1 inh: 2; HDAC3 inh: 1

How did CCCCCCCNC(=O)C1(CC2CC(c3cccc(Br)c3)=NO2)CCN(C(=O)c2ccccc2)CC1 (centres undefined) do in these assays?
GSK3 alpha inh: -4; HSF-1 act: -1; Dyrk1A ADPGlo: 7; AI-2 QS modul: 16; PolyA inhibitor: inactive; GSK3beta inhib: 2; Platelet DG rel: 5; HSF1 inh: 20; HDAC3 inh: 9

How did CC(=O)C1=C(O)C(=O)N(CCCn2ccnc2)C1c1ccc(Cl)cc1 (centres undefined) do in these assays?
GSK3 alpha inh: -2; HSP90 refold inh: -4; HSF-1 act: 16; Dyrk1A ADPGlo: 0; AI-2 QS modul: 2; PolyA inhibitor: inactive; GSK3beta inhib: 3; Platelet DG rel: 5; HSF1 inh: -8; HDAC3 inh: 4

How did CC(=O)n1nc(-c2ccccc2)nc1NCc1cccs1 do in these assays?
GSK3 alpha inh: 1; HSP90 refold inh: -2; HSF-1 act: 22; Dyrk1A ADPGlo: 2; AI-2 QS modul: 9; PolyA inhibitor: inactive; GSK3beta inhib: 0; Platelet DG rel: -3; HSF1 inh: 2; HDAC3 inh: 0

What do the screens show for `COc1ccc(CCNC(=O)CSc2n[nH]c(N)n2)cc1OC`?
GSK3 alpha inh: -2; HSP90 refold inh: -2; HSF-1 act: 5; Dyrk1A ADPGlo: -3; AI-2 QS modul: 22; PolyA inhibitor: inactive; GSK3beta inhib: -6; Platelet DG rel: -33; HSF1 inh: -2; HDAC3 inh: -2

Results for Cc1ccc(C(=O)COC(=O)c2ccccc2NC(=O)c2ccccc2)cc1[N+](=O)[O-] ?
GSK3 alpha inh: -1; HSP90 refold inh: -6; HSF-1 act: 35; Dyrk1A ADPGlo: -3; AI-2 QS modul: 14; PolyA inhibitor: inactive; GSK3beta inhib: -2; Platelet DG rel: -5; HSF1 inh: 13; HDAC3 inh: -3

How did CN(CCc1ccccn1)C(=O)Nc1cc(Cl)cc(Cl)c1 do in these assays?
GSK3 alpha inh: -1; HSP90 refold inh: -3; HSF-1 act: 2; Dyrk1A ADPGlo: 0; AI-2 QS modul: 17; PolyA inhibitor: inactive; GSK3beta inhib: 1; Platelet DG rel: -6; HSF1 inh: -7; HDAC3 inh: -4

What do the screens show for `O=C(Cc1noc2ccccc12)Nc1ccccn1`?
GSK3 alpha inh: 15; HSP90 refold inh: 3; HSF-1 act: 19; Dyrk1A ADPGlo: 5; AI-2 QS modul: 30; PolyA inhibitor: inactive; GSK3beta inhib: -7; Platelet DG rel: 4; HSF1 inh: 6; HDAC3 inh: 2

What do the screens show for `CCC1=NN(C(=O)Cc2ccc([N+](=O)[O-])cc2)C(O)(C(C)(C)C)C1` (centres undefined)?
GSK3 alpha inh: 9; HSP90 refold inh: 3; HSF-1 act: 18; Dyrk1A ADPGlo: 4; AI-2 QS modul: 10; PolyA inhibitor: inactive; GSK3beta inhib: -3; Platelet DG rel: -13; HSF1 inh: -2; HDAC3 inh: 0

How did CSc1nnc(SCC(=O)NC(=O)c2ccccc2)s1 do in these assays?
GSK3 alpha inh: 1; HSF-1 act: 8; Dyrk1A ADPGlo: 23; AI-2 QS modul: 17; PolyA inhibitor: inactive; GSK3beta inhib: 1; Platelet DG rel: -2; HSF1 inh: 4; HDAC3 inh: 5

How did CCOc1ccc(-n2c(SCC(=O)NCc3ccco3)nnc2-c2c[nH]c3ccccc23)cc1 do in these assays?
GSK3 alpha inh: -1; HSP90 refold inh: 0; HSF-1 act: 8; Dyrk1A ADPGlo: 7; AI-2 QS modul: 14; PolyA inhibitor: inactive; GSK3beta inhib: 3; Platelet DG rel: 7; HSF1 inh: 4; HDAC3 inh: 5

Results for COc1ccc(S(=O)(=O)N2CCOC23CCN(C(=O)c2ccc(Cl)cc2Cl)CC3)cc1 ?
GSK3 alpha inh: -2; HSP90 refold inh: -1; HSF-1 act: 14; Dyrk1A ADPGlo: 7; AI-2 QS modul: 18; PolyA inhibitor: inactive; GSK3beta inhib: 2; Platelet DG rel: 1; HSF1 inh: 1; HDAC3 inh: 2

What do the screens show for `N#Cc1ccc(NC(=O)c2cc(-c3cccs3)on2)cc1`?
GSK3 alpha inh: -40; HSP90 refold inh: -5; HSF-1 act: -8; Dyrk1A ADPGlo: 0; AI-2 QS modul: 7; PolyA inhibitor: inactive; GSK3beta inhib: 4; Platelet DG rel: 0; HSF1 inh: 3; HDAC3 inh: -2

How did COC(=O)c1ccc(COc2cccc3c2CCN(Cc2ccccc2)C3=O)o1 do in these assays?
GSK3 alpha inh: -1; HSP90 refold inh: -4; HSF-1 act: 29; Dyrk1A ADPGlo: -2; AI-2 QS modul: 26; PolyA inhibitor: inactive; GSK3beta inhib: 2; Platelet DG rel: -3; HSF1 inh: 7; HDAC3 inh: 1

Results for Cc1c(C(=O)O)sc2nc(CSc3ncc(C(F)(F)F)cc3Cl)[nH]c(=O)c12 ?
GSK3 alpha inh: 13; HSP90 refold inh: 1; HSF-1 act: 34; Dyrk1A ADPGlo: 12; AI-2 QS modul: 4; PolyA inhibitor: inactive; GSK3beta inhib: -6; Platelet DG rel: -5; HSF1 inh: 2; HDAC3 inh: 0

How did CC(=O)c1ccccc1NC(=O)CCCNC(=O)c1ccc(Cl)cc1 do in these assays?
GSK3 alpha inh: -2; HSP90 refold inh: -5; HSF-1 act: -8; Dyrk1A ADPGlo: 4; AI-2 QS modul: 20; PolyA inhibitor: inactive; GSK3beta inhib: -1; Platelet DG rel: -1; HSF1 inh: 7; HDAC3 inh: -1

Results for O=C(O)CCn1cc(C2CC(c3ccccc3)=NN2c2ccccc2)c(-c2ccccc2)n1 (centres undefined) ?
GSK3 alpha inh: -7; HSP90 refold inh: 0; HSF-1 act: -1; Dyrk1A ADPGlo: -8; AI-2 QS modul: 20; PolyA inhibitor: inactive; GSK3beta inhib: 2; Platelet DG rel: -5; HSF1 inh: -2; HDAC3 inh: -85

How did CN(C)S(=O)(=O)c1ccc(NC(=O)COC(=O)c2ccccn2)cc1 do in these assays?
HSP90 refold inh: 1; HSF-1 act: 7; Dyrk1A ADPGlo: -4; AI-2 QS modul: -87*; PolyA inhibitor: inactive; GSK3beta inhib: 2; Platelet DG rel: -1; HSF1 inh: -5; HDAC3 inh: -9

What do the screens show for `O=C(/C=C/c1ccc(Cl)cc1)NC1CC2CCC1C2` (centres undefined)?
GSK3 alpha inh: 1; HSP90 refold inh: -3; HSF-1 act: 35; Dyrk1A ADPGlo: -1; AI-2 QS modul: 40; PolyA inhibitor: inactive; GSK3beta inhib: -1; Platelet DG rel: 1; HSF1 inh: 22; HDAC3 inh: -3

Results for CCC(O)(CCN1CCCCC1)c1ccccc1 (centres undefined) ?
HSP90 refold inh: 0; HSF-1 act: -3; Dyrk1A ADPGlo: 1; AI-2 QS modul: 7; PolyA inhibitor: inactive; GSK3beta inhib: 5; Platelet DG rel: 0; HSF1 inh: -5; HDAC3 inh: 8

What do the screens show for `COc1ccc(C(C)(C)C)cc1NC(=O)COC(=O)C(C)C`?
GSK3 alpha inh: 4; HSP90 refold inh: -3; HSF-1 act: -9; AI-2 QS modul: 9; PolyA inhibitor: inactive; GSK3beta inhib: 5; Platelet DG rel: 3; HSF1 inh: -6; HDAC3 inh: 12

Results for CCOC(=O)c1cc(-c2ccccc2)sc1NC(=O)C(C)OC(=O)c1cccnc1Cl (centres undefined) ?
GSK3 alpha inh: -1; HSP90 refold inh: 1; HSF-1 act: 2; Dyrk1A ADPGlo: 1; AI-2 QS modul: 11; PolyA inhibitor: inactive; GSK3beta inhib: 0; Platelet DG rel: -3; HSF1 inh: 2; HDAC3 inh: -2

How did Cc1cc(SCC(=O)OCC(=O)N2CCN(C(=O)c3ccco3)CC2)c(C)cc1Br do in these assays?
GSK3 alpha inh: 2; HSP90 refold inh: 0; HSF-1 act: -5; Dyrk1A ADPGlo: -1; AI-2 QS modul: 23; PolyA inhibitor: inactive; GSK3beta inhib: 0; Platelet DG rel: -11; HSF1 inh: -7; HDAC3 inh: 6

Results for Cn1c(Cc2c[nH]c3ccccc23)n[nH]c1=S ?
GSK3 alpha inh: -3; HSP90 refold inh: 0; HSF-1 act: 1; Dyrk1A ADPGlo: 5; AI-2 QS modul: 3; PolyA inhibitor: inactive; GSK3beta inhib: 8; Platelet DG rel: 16; HSF1 inh: 0; HDAC3 inh: 5

How did CN(C(=O)C1CCC(=O)N(C2CC2)C1)C1CCCCC1 (centres undefined) do in these assays?
GSK3 alpha inh: 1; HSP90 refold inh: -2; HSF-1 act: -3; Dyrk1A ADPGlo: -5; AI-2 QS modul: 12; PolyA inhibitor: inactive; GSK3beta inhib: 1; Platelet DG rel: -19; HSF1 inh: 4

Not all compounds are listed. The share of hits here may be higher or lower than overall.
